Source: PubChem (several laboratories)
HSP90 inh – blocks HSP90-mediated luciferase refolding in reticulocyte lysate | Rabbit reticulocyte lysate, luciferase refolding luminescence, 3 h | inhibition, % at 5.6 µM | 290,000 tested, 0.91% active;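 active = inhibition above the screen-wide mean plus 3 SD, computed separately per campaign, cut at about 16% in these data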;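 note: 0% = DMSO wells and 100% = 60 µM geldanamycin wells; inhibitors lower the luminescence because luciferase stays unfolded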
Platelet DG rel – modulates dense granule release in human platelets | human platelet-rich plasma, SFLLRN dense granule ATP release, luminescence | inhibition, %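 (compounds screened at 7.5 µM in platelet-rich plasma)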 | 300,000 tested, 0.22% active | AID 1663;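 active = mean replicate score, as percent of positive control, at or above 50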
GSK3 alpha inh – inhibitors of human GSK-3 alpha kinase; P49840; ADP-Glo luminescence, 60 min; inhibition, % at 10 µM; 320,000 tested, 0.1% active; AID 2650;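 in the data active = inhibition above about 50%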;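 note: GST-tagged GSK-3 alpha with peptide substrate and 25 µM ATP; 0% = DMSO neutral wells and 100% = GW8510 positive control wells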
Target sequence (P49840 whole entry, looked up): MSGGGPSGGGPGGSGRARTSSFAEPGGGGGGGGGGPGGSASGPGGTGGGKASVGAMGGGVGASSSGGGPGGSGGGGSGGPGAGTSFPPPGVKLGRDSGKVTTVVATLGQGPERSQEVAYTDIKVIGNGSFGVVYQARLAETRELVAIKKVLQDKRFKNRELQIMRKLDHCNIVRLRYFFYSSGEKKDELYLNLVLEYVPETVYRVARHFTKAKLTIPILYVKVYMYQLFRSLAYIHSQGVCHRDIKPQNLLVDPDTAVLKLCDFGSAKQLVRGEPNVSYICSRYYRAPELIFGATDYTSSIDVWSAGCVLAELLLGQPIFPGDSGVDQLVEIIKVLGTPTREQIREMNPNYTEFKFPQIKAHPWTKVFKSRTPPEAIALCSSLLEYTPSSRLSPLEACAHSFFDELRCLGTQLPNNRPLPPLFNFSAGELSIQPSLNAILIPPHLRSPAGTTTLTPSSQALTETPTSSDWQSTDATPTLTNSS
AI-2 QS modul – Vibrio harveyi AI-2 quorum sensing modulation; Vibrio harveyi JMH597 AI-2 luminescence/OD600 ratio, 9 h; stronger effect = lower value; strain lacks LuxN and CqsS sensors; 0 = neutral-control median; activity change, % at 7.5 µM; 300,000 tested, 0.4% active; AID 2094; in the data active = activity change below about -75%, passing the limit was not always enough;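 note: luminescence divided by OD600 gain over 9 h not by final OD600 alone; inactives centre near 13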
PolyA inh – blocks polyadenylation in yeast reporter cells. S. cerevisiae SKY197-pL101 polyadenylation reporter, beta-gal luminescence; efflux-impaired pdr1/pdr3 knockout yeast; score 100 = 6 SD above DMSO. calls only at 12 µM. 300,000 tested, 0.02% active;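 active = lowest replicate activity score at least 50, where 100 means six control SD above control mean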;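 note: yeast exposed to compound for 9 h at 30 °C; higher score means more reporter readthrough which indicates perturbed polyadenylation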
HSF1 activator – increases HSF-1 driven luciferase reporter signal. NIH3T3-HGL HSF-1 luciferase reporter, MG132, 8 h; 100% = twice DMSO control signal. activation, % at 9 µM. 300,000 tested, 1.7% active. AID 504408;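 active = mean replicate activation of at least 50% with a set share of replicates each reaching 50%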;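 note: 0% = median of the neutral control wells and 100% = twice that signal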
DYRK1A inh – blocks rat Dyrk1A kinase activity; 310,000 tested, 0.43% active; ADP-Glo luminescence, NFATc1 peptide; Q63470; inhibition, % at 12.5 µM; in the data active = inhibition above about 50%;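 note: plate controls were vehicle with enzyme for no effect and no enzyme for full effect; many of its hits are not listed in these tables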
HDAC3 inhib – human HDAC3 inhibition; AID 2718; recombinant HDAC3, fluorogenic peptide/trypsin coupled, fluorescence; inhibition, % at 8.3 µM; 320,000 tested, 0.15% active; in the data active = inhibition above about 26%, passing the limit was not always enough
Target sequence (O15379 whole entry, looked up): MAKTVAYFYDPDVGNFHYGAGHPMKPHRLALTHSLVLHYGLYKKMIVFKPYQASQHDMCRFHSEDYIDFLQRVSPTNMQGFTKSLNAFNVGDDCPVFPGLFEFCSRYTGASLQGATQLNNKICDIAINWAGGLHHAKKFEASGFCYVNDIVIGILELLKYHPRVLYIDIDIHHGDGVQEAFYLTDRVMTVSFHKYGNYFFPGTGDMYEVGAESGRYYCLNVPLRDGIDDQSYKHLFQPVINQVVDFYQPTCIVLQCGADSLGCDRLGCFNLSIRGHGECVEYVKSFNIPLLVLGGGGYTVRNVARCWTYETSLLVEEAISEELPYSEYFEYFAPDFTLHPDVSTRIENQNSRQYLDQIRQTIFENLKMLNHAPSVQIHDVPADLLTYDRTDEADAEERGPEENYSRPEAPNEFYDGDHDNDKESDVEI
GSK3B inh – inhibitors of human GSK3beta kinase. P49841. GST-GSK3beta kinase, ADP-Glo luminescence, 60 min; stronger effect = lower value. activity score (negative = inhibition), % at 10 µM. 300,000 tested, 0.038% active. AID 2097;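 active = more than half of replicate wells score below -50%, meaning over 50% inhibition versus plate controls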;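 note: 0% = median DMSO wells and -100% = median GW8510 positive control wells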
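Assay system: GST-tagged human GSK3beta kinase, cell-free; Input: 1.6 ng GSK3beta; Medium: Tris/MgCl2 kinase buffer; Timing: 60 min enzyme reaction, room temperature; Signal: ADP-Glo luminescence quantifying ADP generated by kinase; Evaluation: score relative to plate controls; Benchmarks: DMSO neutral wells and GW8510 at 20 µM as positive.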
HSF1 inh – HSF1 inhibition; NIH3T3-HGL HSE-luciferase, MG132-induced, luminescence 8 h; stronger effect = lower value; activity change, negative = inhibition, % at 7.5 µM (by protocol); 300,000 tested, 0.77% active; AID 2098;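 active = more than half of replicate wells show activity change below -50%, luminescence cut by over half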;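 note: luciferase reports HSF-1 transcriptional activity via heat shock element; 0% = median of DMSO wells and -100% = zero luminescence signal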
Starred values were filed as active, the others as inactive; i = inactive; / = no result given. Only part of the results is shown (hit frequency here may not be typical).

The line under a structure holds: HSP90 inh	Platelet DG rel	GSK3 alpha inh	AI-2 QS modul	PolyA inh	HSF1 activator	DYRK1A inh	HDAC3 inhib	GSK3B inh	HSF1 inh
CCOC(=O)C(NCc1ccco1)(NC(=O)c1ccccc1)C(F)(F)F (centres undefined)
→ 0	14	-1	-3	i	-6	-2	-2	1	0
CCN(CC)c1ccc(Nc2nc(-c3cccnc3)cs2)cc1
→ 3	17	-2	21	i	21	-5	-1	5	21
O=C(Nc1ccccc1N1CCN(C(=O)c2ccccc2)CC1)c1cccc(Cl)c1
→ 2	2	1	9	i	18	-2	7	0	9
CC(=O)NS(=O)(=O)c1ccc(NC(=O)c2ccc3c(c2)OCO3)cc1
→ 5	7	/	12	i	27	9	/	0	-3
CCC(CC)NC(=O)c1cc2c(C)nn(Cc3ccccc3Cl)c2s1
→ -1	0	0	8	i	6	9	16	2	9
COc1cc(C(=O)NNC(=O)c2cccn2C)cc(OC)c1OC
→ /	1	-1	13	i	-7	4	3	0	-5
CCOc1ccccc1OC(=O)c1cc2ccccc2oc1=O
→ 2	-3	-1	34	i	1	-5	8	4	-4
COc1ccc(CNc2nc(NCc3ccc(OC)c(OC)c3)n(C(=O)c3cccs3)n2)cc1OC
→ -4	4	-2	5	i	3	-4	0	2	-3
CSC1=C(C#N)C(c2ccc(Cl)cc2)C2=C(CC(C)(C)CC2=O)N1 (centres undefined)
→ /	3	0	3	i	11	3	4	3	-4
O=C(NC1CCC(O)CC1)c1cc(-c2ccco2)nc2ccccc12 (centres undefined)
→ -4	-1	-1	25	i	2	-6	-36	0	-3
CCC(=O)NNC(=O)c1cc(COc2cc(Cl)cc(Cl)c2)on1
→ -2	-2	-2	16	i	13	21	1	3	-6
COc1ccccc1NS(=O)(=O)c1cc(NC(=O)c2cnccn2)ccc1N1CCOCC1
→ -3	0	1	8	i	-18	-2	/	0	5
COC(=O)CSC1=C(C#N)C(c2ccsc2)CC(=O)N1 (centres undefined)
→ -2	-5	1	-4	i	-26	22	-3	-1	-3
Cc1ccc(C(=O)NC(=S)N2CCCC2)cc1
→ 6	-6	1	11	i	15	-12	-7	1	12
CCN1CCN(c2oc(-c3ccc(OC)cc3)nc2C#N)CC1
→ -1	-3	-3	25	i	25	-1	4	1	-3
CN1CCN(S(=O)(=O)c2ccc(NC(=O)COc3ccccc3Cl)cc2)CC1
→ 1	1	0	18	i	-3	-4	5	-3	-1
CCOC(=O)c1c(NC(=O)/C=C/C(=O)O)sc(C)c1-c1ccc(C(C)(C)C)cc1
→ -2	2	-9	13	i	33	-4	17	4	23
COc1ccc2oc(C(=O)OCC(=O)/C(C#N)=C(\C)N)c(C)c2c1
→ -4	-1	-3	34	i	1	1	-13	-1	6
Cc1ccc(/C(N)=N/OC(=O)Cc2ccccc2)cc1
→ 2	-3	-3	-67	i	21	1	6	-1	26
O=S(=O)(Cc1ccccc1Cl)NCCOc1ccccc1
→ -5	7	-4	2	i	-18	-14	-3	0	-8
COc1cccc(C2c3[nH]c4ccccc4c3C[C@H]3C(=O)N(C4CCN(Cc5ccccc5)CC4)CC(=O)N23)c1 (some centres undefined)
→ -1	-5	-1	16	i	11	-2	6	-2	3
COCCN(C(=O)C(=O)NC1CCCC1)C(C(=O)NC1CCCC1)c1ccccc1F (centres undefined)
→ -4	0	0	3	i	14	-5	-3	3	2
Cc1cccc(N2CCN(C(=O)C(Cc3ccccc3)NC(N)=O)CC2)c1C (centres undefined)
→ 0	2	0	5	i	12	0	1	3	-3
COC(=O)c1noc(-c2ccc(C)cc2)n1
→ 8	9	-4	16	i	-14	1	-2	-1	-5
CCN(CC)CCn1c(=S)[nH]c2ccccc2c1=O
→ -2	4	-4	21	i	-10	-6	3	1	-3
Cc1ccccc1-n1c(SCc2c(C)noc2C)nnc1-c1ccncc1
→ -1	-2	-2	11	i	11	-8	-1	-9	-4
Cc1cccc(N=C2NC(=O)/C(=C/C=C/c3ccco3)S2)c1C
→ 0	-7	-2	35	i	8	-4	0	0	14
Cc1ccc(NC(=O)COc2ccccc2)cc1S(=O)(=O)N1CCCCCC1
→ /	4	-2	-6	i	22	9	3	3	8
CSCC[C@H](NC(=O)c1cccc([N+](=O)[O-])c1C)c1nc2ccccc2[nH]1
→ -2	-10	1	15	i	11	-2	-4	3	1
c1ccc2c(c1)nc(N1CCCCC1)c1ccccc12
→ 4	0	-3	21	i	11	/	0	0	-5
Cc1cc(C(=O)NCCC2=CCCCC2)ccc1[N+](=O)[O-]
→ 2	-2	-1	22	i	58*	12	8	3	39
CCOC(=O)c1cnn(-c2ncnc3c2cnn3Cc2ccccc2)c1N
→ -2	3	-5	36	i	8	/	-3	3	3
Cc1ccc(N(C)S(=O)(=O)c2ccc3c(c2)NC(=O)C(C)S3)cc1 (centres undefined)
→ 0	-4	-1	1	i	10	1	12	-2	7
Nn1c(SCC(=O)Nc2cccc(S(N)(=O)=O)c2)nnc1C1CC1
→ 1	3	2	21	i	-10	11	2	-3	-7
Cc1ccc(OCCn2c(C)nc3ccccc32)cc1
→ 8	0	-1	-5	i	5	-2	5	-2	8
CCOC(=O)C(C)Oc1ccc(NC(=O)C(Cl)(Cl)Cl)cc1 (centres undefined)
→ 1	5	-1	-5	i	-3	-2	-4	-8	1
Cc1nc2sc(C#N)c(N)c2c2c1CCCC2
→ -2	40	12	21	i	-13	5	-8	3	-13
C/C(=N\NC(=O)CN1CCN(S(=O)(=O)c2ccc(C)cc2)CC1)c1ccncc1
→ -2	12	-1	7	i	3	-7	2	4	-1
O=C(NCCc1ccccc1)c1c(F)c(F)c(F)c(F)c1F
→ 0	9	0	-11	i	-46	-9	1	-2	-39
COc1cc(C2c3c(n[nH]c3C)C(=O)N2c2ccc(Br)cc2)ccc1O (centres undefined)
→ 2	8	3	-2	i	46	4	-3	0	27
Cc1cc(C)c(C)c(OCC(=O)O/N=C(\N)c2cccnc2)c1
→ 7	2	0	25	i	14	-1	-7	-5	1
CC(C)C1Oc2ccccc2C(=O)N(CC(=O)c2ccc3c(c2)OCCO3)C1=O (centres undefined)
→ 6	-5	-3	20	i	30	-1	0	-2	14
CCOC(=O)C1CCN(C(=O)c2cc(S(=O)(=O)N3CCCCCC3)ccc2OC)CC1
→ /	-10	-3	33	i	7	8	7	5	-5
O=C(CSc1nn(-c2ccc(F)cc2)c(=S)s1)NCC1CCCO1 (centres undefined)
→ -1	-2	0	25	i	1	2	7	-3	4
COc1ccc(CCNC(=O)Oc2ccccc2)cc1OC
→ 1	1	-1	26	i	0	3	-3	1	-2
O=C(NCC(c1cccs1)N1CCOCC1)c1ccccc1NS(=O)(=O)c1ccc(Cl)c([N+](=O)[O-])c1 (centres undefined)
→ -2	1	-3	35	i	29	-1	6	4	1
COc1ccc(/C=C(/NC(=O)c2ccccc2)C(=O)Nc2cccc(C(=O)O)c2)cc1
→ -4	-22	-4	24	i	3	-20	3	5	-10
CC(Sc1nnc(-c2ccco2)o1)C(=O)NCCC1=CCCCC1 (centres undefined)
→ 6	-1	-6	31	i	-1	-7	-1	1	-9
Cc1ccc(S(=O)(=O)n2cnc3ccccc32)cc1
→ 0	6	0	3	i	-10	4	1	2	-6
CCN(CC)c1ccc(C(=O)Nc2ccccc2)cc1[N+](=O)[O-]
→ -5	-2	0	31	i	43	-6	4	2	10
COc1cccc(/C=C2\NC(=O)NC2=O)c1O
→ -2	6	-1	17	i	10	21	0	-10	2
C=CCN(CC=C)C(=S)NC(=O)/C=C/c1ccc(C)cc1
→ 0	0	-2	0	i	15	1	-6	0	6
N#Cc1ccccc1OCC(=O)Nc1c(C(=O)C2CC2)oc2ccccc12
→ 4	2	0	27	i	-10	-3	5	0	-8
C=CCn1c(SCC(=O)N2c3ccccc3Sc3ccccc32)nnc1-c1ccco1
→ -1	-1	-1	19	i	-4	/	0	0	3
O=C(C/C(=N/O)c1ccccc1O)C(F)F
→ 1	-2	0	12	i	6	-6	4	2	3
CCc1ccccc1OCCOc1ccc(C)cc1OC
→ -4	-3	-2	7	i	19	6	8	2	12
CCOc1ccc(C(=O)Nc2ncccc2Cl)cc1
→ -2	-3	-2	0	i	23	-25	-2	-3	20
COC(=O)/C=C1\SC(N)=NC1=O
→ -3	2	-2	20	i	35	-2	5	0	5
COc1ccc(NC(=O)CC2C(=O)NCCN2C(=O)c2ccc(Cl)cc2)cc1 (centres undefined)
→ -1	-33	-2	28	i	-1	0	10	2	-16
CC(C)CCN1CCN(Cc2cc3ccccc3[nH]2)CC1CCO (centres undefined)
→ 1	2	2	9	i	2	-1	3	1	-3

Further structures:
The line under a structure holds: HSP90 inh	Platelet DG rel	GSK3 alpha inh	AI-2 QS modul	PolyA inh	HSF1 activator	DYRK1A inh	HDAC3 inhib	GSK3B inh	HSF1 inh
CCN(CC)c1ccc(/C=C2\C(=N)N3N=C(CC(=O)N4CCOCC4)SC3=NC2=O)cc1
→ -1	-1	-3	14	i	-6	-2	-4	2	-6
O=C(O)C1CCN(c2nc(-c3ccccc3)c3cc(Br)ccc3n2)CC1
→ 1	-6	-1	10	i	5	5	-2	-2	-11
CC(C)Oc1nc(-c2ccc(Cl)cc2)nc2ccccc12
→ 2	10	1	4	i	0	5	-3	-2	3
O=C(Nc1ccc(NC(=O)C2CCCCC2)nc1)c1ccco1
→ -9	-16	-1	17	i	21	4	-1	-3	19
CCCCCNc1nc(-c2ccccc2)cs1
→ 5	-33	-4	22	i	55*	/	-1	-4	19
CCOC(=O)C1=C(c2ccccc2)NC(=O)NC1c1ccsc1 (centres undefined)
→ -1	-4	1	-11	i	-61	13	-3	-4	-51*
Cc1cnc(NC(=O)C2CC(=O)N(c3cccc(Cl)c3)C2)s1 (centres undefined)
→ 0	-1	-1	13	i	77*	0	-7	1	46
CCO[C@@H]1OC(C(=O)NCc2nc3ccccc3[nH]2)=C[C@H](c2coc3ccccc3c2=O)[C@H]1CCCO
→ /	1	3	13	i	3	11	3	2	-1
O=C(NNC(=O)C1CCN(S(=O)(=O)c2ccc(Cl)cc2)CC1)c1ccccc1O
→ /	-9	2	/	i	3	-3	10	/	-1
Cc1cccc(OCCn2c(-c3ccco3)nc3ccccc32)c1
→ 2	-2	4	27	i	31	7	3	-2	12

4 entries already listed, ordered by their value in Platelet DG rel, smallest number first.
The line under a structure holds: HSP90 inh	Platelet DG rel	GSK3 alpha inh	AI-2 QS modul	PolyA inh	HSF1 activator	DYRK1A inh	HDAC3 inhib	GSK3B inh	HSF1 inh
O=C(NNC(=O)C1CCN(S(=O)(=O)c2ccc(Cl)cc2)CC1)c1ccccc1O
→ /	-9	2	/	i	3	-3	10	/	-1
Cc1cccc(OCCn2c(-c3ccco3)nc3ccccc32)c1
→ 2	-2	4	27	i	31	7	3	-2	12
CCN(CC)c1ccc(/C=C2\C(=N)N3N=C(CC(=O)N4CCOCC4)SC3=NC2=O)cc1
→ -1	-1	-3	14	i	-6	-2	-4	2	-6
CC(C)Oc1nc(-c2ccc(Cl)cc2)nc2ccccc12
→ 2	10	1	4	i	0	5	-3	-2	3
